HSF1 activator: increases HSF-1 driven luciferase reporter signal | AID 504408 | activation, % at 9 µM | hit rate 1.7% among 300,000 | NIH3T3-HGL HSF-1 luciferase reporter, MG132, 8 h; 100% = twice DMSO control signal;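 active = mean replicate activation of at least 50% with a set share of replicates each reaching 50%; inconclusive = only one of those two conditions met; inactive = mean below 50% and too few replicates reaching it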;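 note: 0% = median of the neutral control wells and 100% = twice that signal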
GSK3A inh: blocks human GSK-3 alpha kinase | hit rate 0.1% among 320,000 | inhibition, % at 10 µM | P49840 | ADP-Glo luminescence, 60 min;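 in the data active = inhibition above about 50%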;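 note: GST-tagged GSK-3 alpha with peptide substrate and 25 µM ATP; 0% = DMSO neutral wells and 100% = GW8510 positive control wells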
Target sequence (P49840 whole entry, looked up): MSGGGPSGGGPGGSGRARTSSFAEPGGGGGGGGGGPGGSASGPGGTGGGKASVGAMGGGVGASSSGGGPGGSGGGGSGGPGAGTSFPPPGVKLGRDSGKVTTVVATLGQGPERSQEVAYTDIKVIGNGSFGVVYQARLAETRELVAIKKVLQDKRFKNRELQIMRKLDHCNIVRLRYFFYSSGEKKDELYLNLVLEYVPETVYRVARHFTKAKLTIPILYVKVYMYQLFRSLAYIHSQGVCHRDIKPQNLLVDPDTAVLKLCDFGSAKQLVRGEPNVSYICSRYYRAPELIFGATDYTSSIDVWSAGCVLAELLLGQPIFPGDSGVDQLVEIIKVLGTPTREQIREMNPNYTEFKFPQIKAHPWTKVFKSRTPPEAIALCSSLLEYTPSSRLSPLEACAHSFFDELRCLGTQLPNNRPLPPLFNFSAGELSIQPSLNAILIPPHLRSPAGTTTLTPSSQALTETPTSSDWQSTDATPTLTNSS
HIF act: HIF pathway transcriptional activation; AID 1910; activation, % at 7.5 µM (by protocol); U2OS HRE-luciferase reporter, luminescence; normalized: DMSO 0%, desferrioxamine 100%; hit rate 0.32% among 300,000;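 active = mean activation of at least 10% of the iron chelator positive control signal, with at least half of replicates also reaching 10%; inconclusive = mean and replicate majority disagree about reaching 10%; inactive = mean and most replicates under 10%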
HSP90 inh: blocks HSP90-mediated luciferase refolding in reticulocyte lysate; hit rate 0.91% among 290,000; Rabbit reticulocyte lysate, luciferase refolding luminescence, 3 h; AID 1789; inhibition, % at 5.6 µM;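 active = inhibition above the screen-wide mean plus 3 SD, computed separately per campaign, cut at about 16% in these data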;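 note: 0% = DMSO wells and 100% = 60 µM geldanamycin wells; inhibitors lower the luminescence because luciferase stays unfolded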
HSF1 inh: HSF1 inhibition; activity change, negative = inhibition, % at 7.5 µM (by protocol); AID 2098; NIH3T3-HGL HSE-luciferase, MG132-induced, luminescence 8 h; hits give low values; hit rate 0.77% among 300,000;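 active = more than half of replicate wells show activity change below -50%, luminescence cut by over half; inconclusive = some wells, but at most half, below -50%; inactive = no replicate well below -50%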;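 note: luciferase reports HSF-1 transcriptional activity via heat shock element; 0% = median of DMSO wells and -100% = zero luminescence signal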
GSK3beta inhib: inhibitors of human GSK3beta kinase. activity score (negative = inhibition), % at 10 µM. P49841. hit rate 0.038% among 300,000. GST-GSK3beta kinase, ADP-Glo luminescence, 60 min; hits give low values;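 active = more than half of replicate wells score below -50%, meaning over 50% inhibition versus plate controls; inconclusive = some replicates but at most half score below -50%; inactive = no replicate scores below -50%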;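 note: 0% = median DMSO wells and -100% = median GW8510 positive control wells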
Target sequence (P49841 whole entry, looked up): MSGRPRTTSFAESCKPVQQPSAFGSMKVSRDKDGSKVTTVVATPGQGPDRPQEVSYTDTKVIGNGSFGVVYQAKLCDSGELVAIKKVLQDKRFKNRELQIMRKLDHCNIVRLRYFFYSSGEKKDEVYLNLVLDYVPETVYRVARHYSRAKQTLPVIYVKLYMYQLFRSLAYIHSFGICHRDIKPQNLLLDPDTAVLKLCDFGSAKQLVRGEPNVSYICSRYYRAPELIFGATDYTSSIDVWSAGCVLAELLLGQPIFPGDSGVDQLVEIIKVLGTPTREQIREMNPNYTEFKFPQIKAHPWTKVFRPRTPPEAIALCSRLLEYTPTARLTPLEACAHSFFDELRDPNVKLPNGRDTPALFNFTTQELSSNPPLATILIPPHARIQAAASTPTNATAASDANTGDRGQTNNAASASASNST
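Test system: GST-fused GSK3beta enzyme, cell-free | Quantity: 1.6 ng GST-GSK3beta enzyme per well | Reagent: 25 µM ATP with peptide substrate | Schedule: 60 min enzyme reaction, room temperature | Signal: Luminescent ADP-Glo measurement of ADP formed | Read-out basis: Score relative to plate controls | Control set: DMSO and 20 µM GW8510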
KLF5 inh: suppresses KLF5 promoter-driven expression | DLD-1 KLF5 promoter-luciferase reporter, luminescence | inhibition, % at 5 µM | hit rate 0.23% among 290,000 | AID 1700;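 active = inhibition above a per-plate limit of that plate's mean compound inhibition plus 3 SD, cut at about 60% in these data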;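 note: 0% = DMSO wells and 100% = LY294002 at 200 µM; higher means less KLF5 promoter-driven luciferase light; inactives centre near -14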
aSyn UTR inh: MLPCN primary screen, SNCA 5' untranslated region | alpha-synuclein 5'UTR reporter, inhibitor activity | hit rate 0.82% among 300,000 | inhibition, % (tested at 7.5 µM) | AID 1813; in the data active = inhibition above about 60%; inconclusive = no clear call, values can overlap the other calls;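 note: H4 neuroglioblastoma cells stably carrying SNCA 5'UTR luciferase fusion; 0% = DMSO wells and 100% = positive control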
IEC-6 tox: kills IEC-6 intestinal cells in KLF5 counter-screen. IEC-6 cytotoxicity, luminescence viability. inhibition, % at 5 µM. hit rate 0.78% among 290,000; in the data active = inhibition above about 22%;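 note: 0% = plate median of test compound wells and 100% = cytotoxic reference compound wells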
AI-2 QS modul: Vibrio harveyi AI-2 quorum sensing modulation. Vibrio harveyi JMH597 AI-2 luminescence/OD600 ratio, 9 h; hits give low values; strain lacks LuxN and CqsS sensors; 0 = neutral-control median. activity change, % at 7.5 µM. hit rate 0.4% among 300,000; in the data active = activity change below about -75%, passing the limit was not always enough; inconclusive = no clear call, values can overlap the other calls;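 note: luminescence divided by OD600 gain over 9 h not by final OD600 alone; inactives centre near 13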
Active calls of the source: *; ? = inconclusive; · = no result given.

SMILES	HSF1 activator	GSK3A inh	HIF act	HSP90 inh	HSF1 inh	GSK3beta inhib	KLF5 inh	aSyn UTR inh	IEC-6 tox	AI-2 QS modul
CCC(=O)Nc1ccccc1C(=O)N1CCN(Cc2ccccc2)CC1	8	-3	0.0	-3	-2	2	-6	-10	1	1
COc1ccccc1NC(=O)CN1CCN(CC(=O)Nc2ccc3c(c2)OCO3)CC1	·	1	·	4	·	·	-6	·	2	·
CCOc1ccc(NC(=O)c2cn(CC(C)C)c(=O)c3c2c2ccccc2n3C)cc1	7	-2	-3.7	-1	9	0	6	-1	-6	2
Cn1c(SCC(=O)NC2CCCCC2)nnc1-c1cccnc1	48	0	-0.4	-1	15	2	-7	4	2	1
CC(C)NCCCOc1ccc(C(C)(C)c2ccccc2)cc1	18	2	-0.7	5	-4	1	-6	-22	-1	14
COc1cc(C(=O)NCc2ccncc2)cc(Br)c1OCc1ccccc1	7	2	-0.4	-1	1	-1	-13	44	6	37
CCn1c(=O)c(C(=O)NCCN2CCCCC2)c(O)c2ccccc21	-6	1	-0.2	0	-13	0	3	1	8	7
C=CCN(CC=C)Cc1c(C)[nH]c2c(C)c(C)ccc2c1=O	10	-7	0.2	6	-6	2	4	-4	4	13
COc1ccc(CC(=O)OCCN(C)C)cc1	13	-20	0.0	-1	-4	-3	-36	-10	1	6
Cc1cccc(NC(=O)Cn2c(O)c(N=NC(=O)c3ccncc3)c3ccccc32)c1	15	-2	0.0	1	6	-4	-24	29	-5	43
COc1ccccc1NC(=O)c1ccccc1C(=O)O	-12	-2	0.4	-2	-4	0	-22	0	-1	30
CCc1ccc(OCC(=O)Nc2cccc3c2CCCC3)cc1	-6	·	0.3	-1	-5	-1	5	-17	0	26
COc1ccc(C(=O)Nc2nnc(S(=O)(=O)Cc3ccccc3)s2)cc1	-5	1	1.8	-3	-5	0	-25	15	-5	35
CC(NC(=O)c1ccc(Br)s1)c1ccncc1 (stereo not drawn)	-39	-1	-0.1	-3	-20	1	-3	18	3	32
CC1CCN(c2nc(Cl)nc(Nc3ccc([N+](=O)[O-])cc3)n2)CC1	-5	-6	-0.9	1	4	0	3	-26	-7	9
Nc1[nH]c(N=NC(=O)c2ccccc2O)c2ccccc12	28	·	3.0	-1	13	2	-176	-150	0	1
COc1ccc(-n2nnnc2CNC(=O)C2CC(=O)N(c3ccc(Cl)cc3)C2)cc1 (stereo not drawn)	28	0	1.8	·	7	2	·	6	·	-1
O=C(c1n[nH]c(=O)c2ccccc12)N1CCN(c2ccccc2)CC1	19	0	-1.6	5	7	2	10	14	11	12
NNC(=O)c1ccc2[nH]c3c(c2c1)CCCC3	4	-3	0.1	1	-1	0	0	-18	7	15
O=c1c(-c2ccccc2)coc2c(CN3CCCC3)c(O)ccc12	19	0	-0.1	2	12	-1	-22	-15	-1	12
CC(=O)NC(Cc1ccc(F)c(F)c1)C(=O)NC1CCN(C(=O)c2ccc(Cl)cc2)CC1 (stereo not drawn)	22	5	-27	4	-3	-5	11	3	2	10
Cc1ccn2cc(CNS(=O)(=O)c3ccc4ccccc4c3)nc2c1	-11	-1	-0.3	-2	-3	-2	-4	-6	-6	18
O=C(Nc1nccs1)C1CCCN1S(=O)(=O)c1ccc(F)cc1 (stereo not drawn)	11	-1	0.0	4	-3	2	-21	-19	-1	41
CC(=O)c1ccc(NC(=O)CCNS(=O)(=O)c2cc(Br)cnc2N)cc1	-4	0	0.0	-5	-6	-2	1	26	4	20
Cc1oc2ccc(OS(C)(=O)=O)cc2c1C(=O)OC(C)C	-6	3	0.1	-1	-4	3	-12	23	-12	-3
CC(=O)Oc1ccccc1C(=O)Nc1ccccc1	-6	-1	0.5	·	6	1	·	-93	·	-2
Cc1nc(Nc2ccccc2F)c2nnn(Cc3ccccc3Cl)c2n1	1	2	-4.4	-3	-8	0	-48	-10	-6	29
CCCCn1c(SCC(=O)NCc2ccco2)nnc1-c1ccoc1C	-1	4	0.0	2	1	-6	-3	11	-2	-3
CC(=O)c1ccc(Nc2cc(C)nc3ccccc23)cc1	9	1	2.2	4	1	-5	15	14	38*	16
Cn1c(=O)c(C(=O)c2ccc(S(C)(=O)=O)c(Cl)c2Cl)c(O)c2ccccc21	46	1	-0.8	·	11	5	·	-85	·	18
CCOC(=O)N1CCN(Cc2nnc(-c3ccccc3C)o2)CC1	5	2	1.3	5	1	2	-7	-15	4	1
Cc1ccccc1Nc1nc2ccccc2s1	31	1	3.0	-3	18	-3	-199	-220	-4	12
Nc1nc(NCc2ccco2)nc(N2CCOCC2)c1[N+](=O)[O-]	-4	8	-0.2	-4	1	-5	-31	24	-1	39
Cc1ccc(Cn2ncc3c(N4CCCC4)ncnc32)cc1	6	-22	-0.2	7	-7	3	-25	-20	1	15
O=C(Nc1ccc(Cl)cc1)C1CCCN(c2cnccn2)C1 (stereo not drawn)	8	-1	0.6	1	6	1	-20	-15	6	11
Cc1cc(C)c2oc(C(=O)N(Cc3ccccc3)c3ccccn3)cc(=O)c2c1	1	2	-2.2	6	3	1	-31	25	0	10
Cc1ccc(CSCC(N)C(=O)O)cc1 (stereo not drawn)	0	1	0.1	2	2	1	10	-13	4	10
O=C(CCCNC(=O)c1ccc(Cl)cc1)Nc1ccc(Br)cc1	5	-1	0.0	-3	13	2	9	17	7	1
COc1ccc(-c2cc(CNS(=O)(=O)c3cc(OC)ccc3OC)on2)cc1	-3	-1	0.1	-2	0	0	-26	11	-3	20
COc1ccc(CNC(=O)CNS(=O)(=O)c2ccc(Cl)cc2)cc1	-15	-1	-0.3	1	-4	1	-18	8	9	-5
CCOC(=O)N1CCC(N2C(=O)c3ccc(C(=O)NCc4ccco4)cc3C2=O)CC1	15	1	-0.1	4	2	-1	-4	16	0	28
Cc1cc(C)c(-c2c(O)c3c(n(C)c2=O)CC(C)(C)CC3=O)c(C)c1	6	-3	·	3	2	0	3	2	12	21
COc1ccccc1C(=O)NC(CCSC)C(=O)NCC(c1cccs1)N(C)C (stereo not drawn)	-11	3	1.7	·	4	-1	·	-26	·	-1
CCOP(=O)(OCC)C(NC(C)=O)C(=O)c1ccccc1 (stereo not drawn)	18	-3	-0.5	-1	4	3	-10	9	0	0
O=C(Nc1ccc(C(=O)NCCCN2CCCCC2)cc1)C1=CSCCO1	9	-1	0.3	-3	2	6	-11	-10	8	19
CC(=O)N1C(Nc2ccc(Cl)cc2)CCN1c1ccccc1 (stereo not drawn)	42	-1	3.2	0	34	0	-15	-1	0	27
COc1ccc(CNC(=O)c2cc3ccccc3oc2=O)cc1	-26	-2	-0.4	1	-9	-1	-18	0	0	12
Nc1nc(/C=C/c2cccnc2)nc(-c2ccccc2O)n1	-38	1	0.6	2	-42	·	-15	-5	-2	·
C=CCSc1nnc(-c2nnc(SCC=C)n2-c2ccccc2)n1-c1ccccc1	10	0	0.3	5	3	2	6	9	7	9
COc1ccc2nc(/C=N/NC(=O)CCNC(=O)OC(C)(C)C)ccc2c1	18	0	2.8	-12	10	2	-62	-40	7	1
O=c1cnnc(N/N=C/C2CC=CCC2)[nH]1 (stereo not drawn)	3	1	-0.1	2	-11	-2	20	4	0	11
COc1ccc2c(c1)c1ncn(Cc3ccco3)c(=O)c1n2C	32	3	-19	9	5	-1	3	10	0	13
COc1cccc(/C=N/NC(=O)CNC(=O)C2COc3ccccc3O2)c1O (stereo not drawn)	-9	·	1.7	-3	6	1	16	30	1	-14
COC(=O)c1ccc(/C=C2/SC(=S)N(CCC(=O)N3CCOCC3)C2=O)cc1	-3	1	-0.1	3	-8	0	-5	-10	8	18
CSC(=S)NCc1cccnc1	6	-2	-0.4	5	-4	3	-8	-44	-7	5
Cc1cc(C)c2oc(C(=O)Nc3ccc(S(=O)(=O)N4CCC(C)CC4)cc3)cc(=O)c2c1	4	-5	-0.3	8	-3	-3	12	11	-5	14
Cc1cc(C)cc(COc2ccc3c(C)c(CC(=O)O)c(=O)oc3c2C)c1	-7	-1	0.2	0	-11	6	-1	12	-1	48
CCN(CC)CC(C)OC(=O)c1ccccc1Cl (stereo not drawn)	-7	1	-0.3	2	-7	0	-5	19	4	16
CC(=O)N1CCN(Cc2nc3cc(Cl)ccc3c(=O)[nH]2)CC1	-8	2	0.1	-2	0	2	-17	-25	-2	7
Oc1ccc(C23CC4CC(CC(C4)C2)C3)cc1O	10	0	-0.7	1	12	-2	-25	2	-4	7

(listing goes on)
SMILES	HSF1 activator	GSK3A inh	HIF act	HSP90 inh	HSF1 inh	GSK3beta inhib	KLF5 inh	aSyn UTR inh	IEC-6 tox	AI-2 QS modul
CC1(C)Cc2c(sc3c2c(=N)n(Cc2ccco2)c(=O)n3Cc2ccccc2)CO1	4	0	-0.3	1	11	1	-4	46	-2	30
O=C(Nc1ccc(S(=O)(=O)NC2=NCCCCC2)cc1)c1ccco1	4	1	-0.9	3	-15	4	7	9	5	26
Cc1cc(-n2cnnn2)cc(C)c1S(=O)(=O)N(C)c1ccccc1	-3	-1	-1.1	0	-4	·	-12	19	1	·
CCn1c(SC(C)C(=O)N2CCOCC2)nc2sc(C)c(C)c2c1=O (stereo not drawn)	4	0	0.9	·	0	0	·	8	·	22
CCCc1cc(C(F)(F)F)c(C#N)c(=O)[nH]1	-3	-29	-0.3	0	-7	5	-34	13	2	20
Cc1ccc(Cn2c(=N)n(CC(=O)c3ccccc3)c3ccccc32)cc1	-64	·	-0.5	2	?	-2	-51	8	4	17
CCN(CC)c1ccc(NC(=O)c2cccnc2)c(C)c1	7	-2	0.0	-2	0	-2	-5	-23	-1	13
COc1ccc(OCC#CCN2CC(C)OC(C)C2)cc1 (stereo not drawn)	11	-2	0.2	-2	-3	-3	-25	17	0	22
O=C(Cc1ccc(F)cc1)Nc1cccc(S(=O)(=O)N2CCCC2)c1	-1	0	0.7	·	0	-2	·	-15	·	36
CCn1c(SCC(=O)NC(=O)NCc2ccco2)nnc1-c1cccs1	1	2	0.3	2	-1	1	-14	16	5	10
Cn1c2c(c(=O)n(C)c1=O)C(C(F)(F)F)(C(F)(F)F)N=C(CCC1CCCCC1)N2	24	-3	-0.4	5	10	-2	-20	35	-6	8
CCCCN(C(=S)Nc1cccc(SC)c1)C1CCN(C(C)=O)CC1	-22	-1	1.4	3	-20	0	-8	-4	6	6

Screening data (PubChem BioAssay)
